# High-throughput results from PubChem.
# Ecoli tolC – growth inhibitors of E. coli BW25113 tolC mutant. OD615. growth inhibition, % at 10 µM (by protocol). 65,000 compounds, 2.2% hits. AID 573;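 active means growth inhibition at or above a cutoff equal to the mean over every tested compound plus 3 SD, cut at about 60% in these data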;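 further: growth measured after 20 h incubation at 37 °C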
#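 signal = optical density read at 615 nm | test system = E. coli ΔtolC::kan strain BW25113 | timing = 20 h compound exposure of bacteria at 37 °C | buffer or medium = LB medium plus 50 µg/mL kanamycin | compound dosing = 10 µM final, single dose | evaluation = % inhibition of E. coli growth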
# NADH enzymes – blocks coupling enzymes of NAD/NADH assays; coupled PK/LDH NADH assays, four targets; IC50, µM (series often up to 10 µM), for the others: at the top dose inhibition; 65,000 compounds, 0.02% hits;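 active means single-dose screening hits from any of four coupled enzyme assays that gave an IC50 when retested across doses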;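 further: the DPM-DC format reads NADH fluorescence rather than 340 nm absorbance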
# E coli RNAP – Escherichia coli RNA polymerase inhibition. P0A8V2. E. coli RNA polymerase, fluorescence transcription assay. inhibition, %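 (tested at 10 µM)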. 62,000 compounds, 0.2% hits. AID 559; in the data active means inhibition above about 20%;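 further: 0% = enzyme without compound and 100% = no enzyme blank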
# M1 antag – antagonists of rat M1 muscarinic receptor; P08482; CHO-M1 cells, Fluo-4 calcium, ACh EC80 antagonist mode; stronger effect = lower value; B-score at 10 µM; 64,000 compounds, 3.4% hits; AID 628;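 active means calcium fluorescence response, raw or row-and-column corrected B-score, differing from the plate sample mean either way at a set confidence level, mostly lower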
# Target sequence (P08482 whole entry, looked up): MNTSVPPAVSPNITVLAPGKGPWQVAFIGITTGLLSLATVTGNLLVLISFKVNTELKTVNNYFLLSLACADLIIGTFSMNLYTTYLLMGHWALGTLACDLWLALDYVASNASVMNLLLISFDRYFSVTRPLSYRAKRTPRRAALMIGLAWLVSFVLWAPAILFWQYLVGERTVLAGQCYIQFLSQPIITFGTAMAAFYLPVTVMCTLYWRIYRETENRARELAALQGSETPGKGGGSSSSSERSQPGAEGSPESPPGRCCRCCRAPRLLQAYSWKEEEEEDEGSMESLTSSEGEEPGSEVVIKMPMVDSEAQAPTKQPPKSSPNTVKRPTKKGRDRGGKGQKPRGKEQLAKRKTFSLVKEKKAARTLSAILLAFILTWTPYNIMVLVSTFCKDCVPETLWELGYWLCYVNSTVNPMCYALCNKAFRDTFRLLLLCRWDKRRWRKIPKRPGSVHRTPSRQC
# M1 agonist – agonists of M1 muscarinic receptor. CHO-M1 cells, Fluo-4 calcium fluorescence, agonist mode; stronger effect = higher value. B-score at 10 µM. 64,000 compounds, 3% hits. AID 626;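 active means fluorescence rise, raw or as B-score row- and column-corrected plate score, outside the 99.7% band of its plate's samples, either direction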
# SF-1 act – activators of human nuclear receptor SF-1; Q13285; CHO-K1 Gal4-SF-1 LBD luciferase reporter; % increase over DMSO SF-1-specific signal; activation, % at 10 µM; 65,000 compounds, 1.9% hits; AID 522;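 active means activation above the mean activation of all tested compounds plus 3 SD, cut at about 50% in these data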
# Target sequence (Q13285 whole entry, looked up, the tested form may be a part): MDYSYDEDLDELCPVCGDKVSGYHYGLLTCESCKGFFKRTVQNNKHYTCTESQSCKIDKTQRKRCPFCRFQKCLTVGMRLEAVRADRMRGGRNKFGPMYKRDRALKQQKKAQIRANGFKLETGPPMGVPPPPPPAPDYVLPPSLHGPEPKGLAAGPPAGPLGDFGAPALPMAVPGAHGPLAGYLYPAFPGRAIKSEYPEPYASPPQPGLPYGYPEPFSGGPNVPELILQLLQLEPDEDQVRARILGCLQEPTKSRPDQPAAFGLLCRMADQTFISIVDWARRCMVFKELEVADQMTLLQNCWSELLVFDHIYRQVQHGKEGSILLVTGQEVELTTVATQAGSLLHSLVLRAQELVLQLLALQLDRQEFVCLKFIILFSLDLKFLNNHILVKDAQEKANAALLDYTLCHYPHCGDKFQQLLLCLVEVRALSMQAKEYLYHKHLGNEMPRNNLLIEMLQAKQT
#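 material = CHO-K1 cells with Gal4–hSF-1 LBD chimera plus Gal4-driven luciferase | compound = 10 µM single point, 1% DMSO | incubation = 20 h compound exposure at 37 °C after 1 h cell settling | measured by = SteadyLite luciferase luminescence | evaluation = percent activation relative to DMSO median and mock-transfected background | control set = DMSO negative control and −SF1 background wells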
# TNAP act DEA – activators of human TNAP at intermediate phosphate acceptor; P05186; purified TNAP, CDP-star luminescence, 100 mM DEA, 30 min; stronger effect = higher value; scale: 0 levamisole-inhibited, 1 vehicle-only enzyme; activation factor at 20 µM; 64,000 tested, under 10 active; AID 813;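 active means activation factor of at least 2 at 20 µM, relative to controls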
# RORa activator – activators of human nuclear receptor RORA | P35398 | CHO-K1 Gal4-RORA LBD luciferase reporter, luminescence; percent increase over mock-subtracted basal signal | activation, % at 10 µM | 65,000 compounds, 1.5% hits;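 active means activation above the mean of all tested compounds plus 3 SD, cut at about 49% in these data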;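 further: 0% = DMSO-treated RORA cells and 100% = added signal equal to DMSO minus mock-transfected cells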
# Fluor 339 460 – intrinsic fluorescence of library compounds, ex339/em460 – biochemical, MLSMR library, data from DPM-DC assay, artefact control, profiling panel; fluorescence fold increase at 10 µM; 65,000 compounds, 5.5% hits; compound autofluorescence, ex339/em460 nm, NADH buffer; stronger effect = higher value; 1 = no-compound wells, NADH background;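 active means at 10 µM, mean starting fluorescence two-fold or more over control wells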;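 further: signal is the first read of a kinetic run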
# Starred values were filed as active, the others as inactive; . = not tested or not shown; [ ] = remark or other dose. This is a random part of the collection. About 15% of those tested had a hit in this group.
canonical_smiles | Ecoli tolC | NADH enzymes | E coli RNAP | M1 antag | M1 agonist | SF-1 act | TNAP act DEA | RORa activator | Fluor 339 460
O=C(Nc1nc2ccccc2n1Cc1ccccc1)c1ccco1 | 34 | 3% | 2 | 0.15 | -0.23 | -5 | 0.9 | -4 | 1.2
CCN(CC)C(=O)CSc1nnc(-c2ccco2)n1Cc1ccco1 | -14 | 8% | 1 | 0.1 | -0.61 | -18 | 1 | 17 | 1.1
CCOC(=O)c1ccc(NC(=O)NCc2ccncc2)cc1 | 5 | 1% | -8 | -1.1 | -0.12 | 8 | 0.9 | 1 | 1.1
CC(C)(C)n1nnnc1C(c1cccc(C(F)(F)F)c1)N1CCOCC1 (stereo not drawn) | -1 | 7% | 6 | 0.19 | 0.7 | 8 | 0.9 | 5 | 1.1
CCC(C)C(NC(=O)C1CCC(C)CC1)C(=O)NCc1cccnc1 (stereo not drawn) | 8 | 11% | 9 | 0.43 | 0.97 | -8 | 0.8 | -16 | 1
COc1ccc(OC)c(NC(=O)c2ccc(NC(C)=O)cc2)c1 | 5 | 4% | 4 | -1.2 | -0.025 | -12 | 0.9 | 4 | 1.1
COc1ccc(-c2nnn(CC(=O)NC3CCCc4ccccc43)n2)cc1OC (stereo not drawn) | 16 | 1% | 0 | -0.21 | -1.3 | -6 | 1 | -7 | 1.1
c1ccc(COc2cccc(CN3CCN(c4ccccn4)CC3)c2)cc1 | 30 | 1% | 0 | -0.58 | -0.15 | -8 | 0.9 | -17 | 1.2
C=CCn1c(N2CCCC2)nc2c1c(=O)[nH]c(=O)n2C | -3 | 6% | -1 | 0.82 | 0.23 | 5 | 0.9 | -7 | 1.1
CCOc1cc2[nH]c(=S)n(CC3CCCN3CC)c(=O)c2cc1OCC (stereo not drawn) | 0 | 7% | 7 | -0.41 | 0.01 | 2 | 0.9 | 1 | 1.2
Cc1cc(C(=O)Cn2nnc(-c3ccc(Cl)cc3)n2)c(C)n1CC1CCCO1 (stereo not drawn) | 28 | 0% | 7 | -0.4 | -0.14 | -16 | 0.9 | -22 | 1.1
CC(C)Oc1ccc(-c2cc(=O)[nH]c(=O)[nH]2)cc1 | -10 | 3% | -2 | -0.01 | -0.1 | . | 0.9 | . | 1.1

# Remaining list, next part
canonical_smiles | Ecoli tolC | NADH enzymes | E coli RNAP | M1 antag | M1 agonist | SF-1 act | TNAP act DEA | RORa activator | Fluor 339 460
CC(=O)NCCN=Cc1sc2ccccc2c1O | 17 | 1% | 6 | 0.16 | 0.28 | 6 | 0.7 | -2 | 1.1
COC(=O)c1sc(NC(=O)Cc2cccs2)nc1C | 13 | 6% | 2 | 1.5 | 0.78 | 44 | 0.9 | 28 | 1.1
Clc1cccc(-c2nn3c(-c4ccncc4)nnc3s2)c1 | -29 | 8% | -3 | -1.1 | -0.49 | -12 | 0.9 | -10 | 1.1
COc1ccc(N2C(=O)CSC23CCCCC3)cc1 | 10 | 6% | 3 | 0.014 | -1.4 | 4 | 1 | -10 | 1.1
O=C(CCCCn1c(=O)[nH]c2ccccc2c1=O)NC1CCN(Cc2ccccc2)CC1 | -10 | 7% | 6 | -0.81 | 0.041 | -12 | 1 | -14 | 1.1
CC1Oc2ccccc2N(CC(=O)N(Cc2ccccc2)Cc2ccccn2)C1=O (stereo not drawn) | -7 | 3% | 4 | 0.56 | 3.6 | 5 | 0.8 | 3 | 1
CCC(=NCCc1ccccc1)C1=C(O)CCC1=O | -10 | 3% | 7 | -0.079 | 0.09 | -7 | 1 | -12 | 1.1
CC(=O)N1CC=C2C(C#N)=C(N)C(C#N)(C#N)C(C)C2C1 (stereo not drawn) | -8 | 4% | 4 | -0.096 | -0.42 | -10 | 0.9 | -4 | 1.8
Nc1nc(NCc2cccs2)nn1-c1ccccc1 | 10 | 7% | . | -0.095 | -1.4 | 26 | . | 19 | 1
COc1ccc(CCNC(=O)CCS(=O)(=O)c2ccc3c(c2)CCN3C(C)=O)cc1OC | -19 | 5% | 4 | 0.1 | 0.15 | 0 | 0.9 | -17 | 1.1
CCN(CCCNC(=O)CCCn1c(=O)[nH]c2ccccc2c1=O)c1cccc(C)c1 | 10 | 5% | 1 | -1.1 | 0.75 | 2 | 0.9 | 7 | 1
CCOCC(=O)Nc1c(C(=O)Nc2ccccc2OC)oc2ccccc12 | -6 | 2%[fluoresces] | 3 | -0.19 | 0.68 | -9 | 0.5 | -16 | 5.1*

# Remaining list, next part
canonical_smiles | Ecoli tolC | NADH enzymes | E coli RNAP | M1 antag | M1 agonist | SF-1 act | TNAP act DEA | RORa activator | Fluor 339 460
N#Cc1nc(Cc2cccc3ccccc23)oc1NCCCN1CCOCC1 | 37 | 4% | 8 | -0.6 | -0.18 | -2 | 0.9 | -13 | 1.1
CC1(C)CC(=O)C=C(Nc2ccc(Br)cn2)C1 | -8 | 6% | -5 | 0.57 | 0.58 | 9 | 1 | 34 | 1
O=C(CSc1ncc(-c2ccc(F)cc2)n1Cc1ccco1)Nc1ccc2c(c1)OCO2 | 70* | 4% | 9 | -0.5 | 0.6 | 39 | 1 | -5 | 1.1
CCc1cc2c3c(c(=O)oc2cc1O)CCCC3 | 61* | 1%[fluoresces] | -83 | -0.57 | -0.49 | 8 | 0.9 | -1 | 2.2*
O=C(CCN1C(=O)C2(OCCO2)c2ccccc21)c1ccccc1 | 2 | 7% | 8 | 0.014 | 1.7 | 4 | 0.9 | 15 | 1.1
O=C(Nc1ccccc1-c1ccccc1)NC1CCN(CC(=O)N2CCOCC2)CC1 | -9 | 2% | 8 | -6* | 0.81 | -1 | 1 | -21 | 1.1
O=C(O)C(Oc1ccc2c3c(c(=O)oc2c1)CCC3)c1ccccc1 (stereo not drawn) | 19 | 5%[fluoresces] | 2 | -0.053 | -0.29 | -6 | 1.1 | -8 | 3.7*
CCCCCOC(=O)c1[nH]c2c(c1C)C(=O)C(C(=O)OC)C(C)C2 (stereo not drawn) | 75* | 5% | 4 | 0.33 | 0.035 | 38 | 0.9 | 31 | 1.1
Cc1ccc(-n2nc3c(c2NC(=O)C(C)(C)C)CSC3)c(C)c1 | -31 | 7% | 4 | 0.0089 | -0.091 | 8 | 1 | -1 | 1
O=C(NC1(C(F)(F)F)N=C2SCCN2C1=O)c1ccco1 (stereo not drawn) | -14 | 4% | 7 | 0.09 | 1 | 3 | 0.8 | -10 | 1.1
COc1ccc(OC)c(C2C=C(c3ccc(C)c(C)c3)Nc3nnnn32)c1 (stereo not drawn) | 9 | 4% | -4 | 0.88 | -0.63 | -17 | 0.9 | -16 | 1.2
O=C(Cn1nnc2ccccc21)C1CC1 | -26 | 5% | 3 | -0.76 | -1.1 | 9 | 1 | 15 | 1.1

# New compounds follow.
# Codes – A = Ecoli tolC; B = NADH enzymes; C = E coli RNAP; D = M1 antag; E = M1 agonist; F = SF-1 act; G = TNAP act DEA; H = RORa activator; I = Fluor 339 460
> CCCCCn1c(Sc2ncccn2)nc2c1c(=O)[nH]c(=O)n2C
  A = -1	B = 8%	C = .	D = 1.1	E = 0.42	F = 4	G = .	H = 4	I = 1.1
> Cn1c(CCN2CCCCC2)nc2cc(NS(=O)(=O)c3ccc(Cl)cc3)ccc21
  A = 4	B = 9%	C = 8	D = -3.1*	E = -0.92	F = 2	G = 1	H = 4	I = 1
> O=C1c2cccc3c(N4CCCCC4)ccc(c23)C(=O)N1c1ccccn1
  A = 16	B = 11%	C = 4	D = -1.5	E = 78*	F = 36	G = 0.9	H = 20	I = 1.2
> Cc1ccc(OCC(=O)Nc2ccc(N(C)C)cc2)cc1
  A = -1	B = 14%	C = 5	D = -0.35	E = -1.6	F = 4	G = 0.8	H = 0	I = 1.1
> O=S(=O)(c1cccc2nsnc12)N1CCN(C/C=C/c2ccccc2)CC1
  A = 13	B = 6%	C = -3	D = 0.17	E = 0.39	F = -7	G = 0.9	H = 8	I = 1.1
> CC(Sc1nc2ccccc2s1)C(=O)N1CCOCC1 (stereo not drawn)
  A = -9	B = 8%	C = 6	D = .	E = .	F = 10	G = 0.9	H = 2	I = 0.98
> Cc1ccc(C)c(S(=O)(=O)c2c(N)n(/N=C/c3ccco3)c3nc4ccccc4nc23)c1
  A = -11	B = 1%	C = 2	D = 0.34	E = -0.6	F = -15	G = 0.9	H = -17	I = 2.1*
> COc1cc(-c2cc(C(=O)O)c3c(OC)c(OC)c(OC)cc3n2)ccc1O
  A = -15	B = 14%	C = 8	D = -0.26	E = -0.94	F = -2	G = 1	H = -8	I = 0.97
> CC(C)Cc1nc2oc3c(N4CCN(CCO)CC4)ncnc3c2c2c1CCCC2
  A = 39	B = 3%	C = -7	D = -0.04	E = 0.29	F = 19	G = 0.8	H = 24	I = 1.1
> C=CCSc1nnc(-c2ccccc2NC(C)=O)c(=O)[nH]1
  A = -22	B = 3%	C = 8	D = 0.41	E = 0.049	F = 6	G = 0.9	H = -19	I = 1.1
> Cc1cccc2cc(C(c3nnnn3Cc3ccccc3)N3CCN(c4ccccc4)CC3)c(=O)[nH]c12 (stereo not drawn)
  A = 22	B = 7%	C = -6	D = 0.15	E = 6.4*	F = 12	G = 0.9	H = -16	I = 1.2
> Nc1c(C(=O)c2ccc(F)cc2)oc2ccccc12
  A = 9	B = 4%	C = .	D = 0.018	E = 0.065	F = 18	G = .	H = 8	I = 1.4
> O=C(CCn1cccc1)Nc1cc(F)ccc1F
  A = -8	B = 5%	C = -2	D = 0.67	E = -0.13	F = 6	G = 0.9	H = -7	I = 1.1
> O=C(O)c1cc(-c2cccs2)nc2cc3c(cc12)OCCO3
  A = 10	B = 6%[fluoresces]	C = -27	D = -0.77*	E = -0.83	F = 9	G = 0.9	H = 7	I = 2.1*
> O=C1CCN=C(Nc2ccc(F)cc2)N1Cc1ccccc1
  A = -12	B = 3%	C = 6	D = 0.88	E = -0.25	F = 4	G = 0.9	H = 1	I = 1.1
> COc1ccc(-c2nc(C#N)c(N3CCOCC3)o2)cc1OC
  A = -7	B = 8%[fluoresces]	C = -1	D = -0.51	E = -0.57	F = 9	G = 0.8	H = -12	I = 3.1*

# Exported field by field: entries from further up
> Cc1ccc(OCC(=O)Nc2ccc(N(C)C)cc2)cc1
- Ecoli tolC: -1
- NADH enzymes: 14%
- E coli RNAP: 5
- M1 antag: -0.35
- M1 agonist: -1.6
- SF-1 act: 4
- TNAP act DEA: 0.8
- RORa activator: 0
- Fluor 339 460: 1.1

> O=C(O)c1cc(-c2cccs2)nc2cc3c(cc12)OCCO3
- Ecoli tolC: 10
- NADH enzymes: 6%[fluoresces]
- E coli RNAP: -27
- M1 antag: -0.77*
- M1 agonist: -0.83
- SF-1 act: 9
- TNAP act DEA: 0.9
- RORa activator: 7
- Fluor 339 460: 2.1*

> O=C(CCn1cccc1)Nc1cc(F)ccc1F
- Ecoli tolC: -8
- NADH enzymes: 5%
- E coli RNAP: -2
- M1 antag: 0.67
- M1 agonist: -0.13
- SF-1 act: 6
- TNAP act DEA: 0.9
- RORa activator: -7
- Fluor 339 460: 1.1

> O=C1CCN=C(Nc2ccc(F)cc2)N1Cc1ccccc1
- Ecoli tolC: -12
- NADH enzymes: 3%
- E coli RNAP: 6
- M1 antag: 0.88
- M1 agonist: -0.25
- SF-1 act: 4
- TNAP act DEA: 0.9
- RORa activator: 1
- Fluor 339 460: 1.1
